Screening data (PubChem)
dFosB activator = enhances mouse delta FosB homodimer DNA binding. purified delta FosB, TAMRA-CDK5 oligo fluorescence polarization; percent of positive-control signal above neutral wells. AID 493131. P13346. activation, % at 25 µM. actives 0.99% (n = 340,000);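 active means mean activation above about 17%, with every replicate also reaching it, limit read from the data, passing the limit was not always enough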;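 further: fluorescence polarization rise as delta FosB binds a TAMRA Cdk5 AP-1 oligo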
PKA-R1A act = activates the PKA-R1A holoenzyme complex; P00514+P68181; PKA-R1A dissociation, Cy5-IP20 fluorescence polarization; scaled: DMSO 0%, 113 µM cGMP 100%; activation, % at 11.4 µM; actives 0.083% (n = 340,000); AID 504707;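 active means percent activation above the mean of all tested compounds plus 3 SD, cut at about 19% in these data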;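 further: higher means more PKAc released from R1A so a rise in polarization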
Pemphigus Ab inh = inhibitors of pemphigus antibody binding to human desmoglein-3. DSG3-coupled beads, scFv-anti-DSG3-GFP binding, flow cytometry; stronger effect = lower value. binding (percent of control), % at 10 µM. actives 0.48% (n = 310,000). AID 588358;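 active means binding more than 3 SD below its plate's average and above zero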;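 further: hits lower antibody fragment binding to DSG3; some compounds called inactive have numbers as strong as hits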
NSD2 inh = NSD2 (human) methyltransferase inhibition; O96028; NSD2 peptide methylation, AlphaScreen, 120 min; inhibition, % at 12.5 µM; actives 0.54% (n = 310,000); in the data active means inhibition above about 50%
PKA-R2B activ = activates the human PKA-R2B holoenzyme complex | P22694+P31323 | PKA-R2B holoenzyme dissociation, Cy5-IP20 fluorescence polarization; R2B truncated from residue 108, S112A mutant; 0% DMSO only, 100% 113 µM cGMP | activation, % at 11.4 µM | actives 0.079% (n = 340,000) | AID 504700;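 active means activation above a cutoff set at the mean over all compounds plus 3 SD, cut at about 18% in these data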;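 further: higher means more holoenzyme dissociation and a rise in polarization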
Target sequence (P31323 whole entry, looked up, other chains not shown, the tested form may be a part): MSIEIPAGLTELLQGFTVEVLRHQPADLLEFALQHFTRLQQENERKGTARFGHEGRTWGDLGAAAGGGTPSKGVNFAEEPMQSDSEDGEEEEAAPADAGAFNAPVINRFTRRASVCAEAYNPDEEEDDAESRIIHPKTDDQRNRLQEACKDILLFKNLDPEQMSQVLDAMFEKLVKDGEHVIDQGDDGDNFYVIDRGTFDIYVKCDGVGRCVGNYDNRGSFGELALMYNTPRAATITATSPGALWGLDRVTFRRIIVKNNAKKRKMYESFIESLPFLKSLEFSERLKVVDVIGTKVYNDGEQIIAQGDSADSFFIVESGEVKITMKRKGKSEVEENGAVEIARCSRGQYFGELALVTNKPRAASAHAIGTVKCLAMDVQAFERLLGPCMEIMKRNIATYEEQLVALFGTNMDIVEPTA
Arr AP2 block = human beta-arrestin and AP2 interaction inhibition. FITC-arrestin peptide / GST-AP2 beads, flow cytometry; AP2 beta2 appendage carries R879A mutation. inhibition, % at 10 µM. actives 0.31% (n = 340,000). AID 504490;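 active means inhibition above a set limit, near 3 SD of compounds lacking own fluorescence, cut at about 54% in these data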;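 further: plate controls were DMSO wells for no effect and 5 µM unlabelled arrestin peptide for full effect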
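Material – GST-tagged AP2 beta2-adaptin appendage (R879A) on 4 µm glutathione beads · Probe or stimulus – fluorescein-tagged arrestin peptide at 50 nM final · Timing – 12 min plus 1 h, RT · Detection – bead flow cytometry, FITC channel · Read-out basis – inhibition as reduced fluorescein signal on beads, percent · Medium – PBS plus Tween 20 (0.05%) and BSA (0.1%)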
MITF TRPM1 HTS = increases MITF-driven TRPM1 promoter luciferase signal | actives 0.75% (n = 300,000) | activation, % at 12.5 µM | SK-MEL-5 TRPM1-promoter luciferase, 24 h; % of positive control, neutral wells = 0;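 active means mean activation of at least 80% with every replicate also reaching 80%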;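 further: 0% = neutral control wells and 100% = parthenolide positive control wells; values of inactives mirror those of a sister screen read the other way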
Mot1-301 SUMO = blocks SUMOylation pathway, rescuing yeast Mot1-301 growth. S. cerevisiae Mot1-301 growth rescue, ATP luminescence, 38.5C; percent above DMSO median, 100 means doubled. growth rescue, % at 18.8 µM. actives 1% (n = 320,000);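 active means every valid replicate shows activation above 250% relative to neutral control wells; inactive means the rest, any valid replicate at or below 250%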;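 further: OY570 slx delta 5 strain wells were the positive control but not used for scaling; some compounds called inactive have numbers as strong as hits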
CDK5 inh = inhibitors of human CDK5/p35 kinase; Q00535+Q15078; Recombinant CDK5/p35, ADP-Glo luminescence, 60 min; inhibition, % at 10 µM; actives 0.01% (n = 330,000);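 active means highest replicate inhibition of at least 50% and at least 75% of replicates reaching 50%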;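 further: plate controls were DMSO neutral control for no effect and GW8510 at 10 µM for full effect; many of its hits are not listed in these tables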
SR-BI DiI inh = inhibitors of mouse SR-BI mediated HDL lipid uptake | ldlA[mSR-BI] CHO cells, DiI-HDL uptake fluorescence, 3 h | inhibition, % at 12.5 µM | actives 0.96% (n = 320,000);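 active means mean replicate inhibition of at least 70% and a set share of replicates each scoring 70 or more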;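 further: 0% = median of neutral control wells and 100% = median of positive control wells; values of inactives mirror those of a sister screen read the other way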
Target sequence (Q61009 whole entry, looked up): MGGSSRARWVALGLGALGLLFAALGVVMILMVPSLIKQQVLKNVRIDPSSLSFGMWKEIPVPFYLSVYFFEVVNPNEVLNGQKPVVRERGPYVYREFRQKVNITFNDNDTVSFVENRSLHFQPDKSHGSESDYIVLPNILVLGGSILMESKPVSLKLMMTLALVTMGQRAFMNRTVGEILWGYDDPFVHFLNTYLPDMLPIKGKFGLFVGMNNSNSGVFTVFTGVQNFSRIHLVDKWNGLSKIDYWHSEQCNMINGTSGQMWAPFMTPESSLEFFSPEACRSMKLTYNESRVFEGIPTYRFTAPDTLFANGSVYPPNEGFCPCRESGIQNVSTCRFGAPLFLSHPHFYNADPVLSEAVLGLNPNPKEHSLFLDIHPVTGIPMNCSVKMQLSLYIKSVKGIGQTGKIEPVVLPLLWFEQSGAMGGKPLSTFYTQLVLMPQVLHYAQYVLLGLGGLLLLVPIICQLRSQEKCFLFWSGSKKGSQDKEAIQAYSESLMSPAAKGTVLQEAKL
SR-BI DiI-HDL act = SR-BI HDL lipid transfer activation; activation, % at 12.5 µM; CHO ldlA[mSR-BI] cells, DiI-HDL uptake fluorescence, 3 h; 100 = double the neutral-control signal; actives 0.096% (n = 320,000); AID 504775;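 active means mean replicate activation of at least 60% and every replicate at or above 60%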;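 further: 0% = median plate neutral-control signal and 100% = twice that signal; values of inactives mirror those of a sister screen read the other way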
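system = CHO ldlA[mSR-BI] cells, LDL receptor-null, SR-BI overexpressing | medium = Ham's F12 with 0.5% BSA, HEPES 25 mM, pH 7.4 | probe or stimulus = DiI-HDL 10 µg/mL | compound dosing = single-point compound dose | incubation = compound exposure 3 h, 37 °C | technique = DiI fluorescence, bottom read | read-out = cell-associated DiI fluorescence as measure of HDL uptake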
* = called active by the depositor; . = no result given. A portion of the library; count on the stated rates, not on these rows.

SMILES | dFosB activator | PKA-R1A act | Pemphigus Ab inh | NSD2 inh | PKA-R2B activ | Arr AP2 block | MITF TRPM1 HTS | Mot1-301 SUMO | CDK5 inh | SR-BI DiI inh | SR-BI DiI-HDL act
Cc1ccc(-c2ccc(=O)n(CCC(=O)N3CCC4(CC3)OCCO4)n2)cc1 | -2.1 | -10.7 | 96.6 | -0.3 | -1.4 | 10.5 | 6.5 | -2.7 | -1.2 | -16.1 | 16.1
ClCC(Br)CBr (centres undefined) | -3.7 | -3.0 | 103.5 | . | 6.4 | 1.7 | 2.7 | 1.0 | -0.3 | 0.3 | -0.3
CCOC(=O)C1=C(N)OC2=C(C(=O)CCC2)C12C(=O)N(C)c1ccccc12 (centres undefined) | 3.5 | 2.8 | 120.0 | 0.2 | 3.6 | -5.6 | -8.2 | 5.1 | 1.3 | -28.8 | 28.8
NNC(N)=O | -4.4 | -16.4 | . | . | 5.2 | -0.7 | 4.2 | 19.9 | -5.7 | 5.9 | -5.9
Clc1ccccc1N1CCN(Cc2ccc3c(c2)OCO3)CC1 | -11.9 | -9.9 | 104.4 | 8.2 | -9.0 | -3.2 | -1.0 | 39.2 | -0.4 | 10.3 | -10.3
COc1cc(N2C(=O)CC(=O)NC2=O)cc(OC)c1OC | -0.3 | -12.3 | 97.6 | 26.5 | -5.3 | 43.4 | 6.7 | 229.3 | 0.2 | -28.1 | 28.1
CC12CCC(=O)C=C1CC(N1CC1)C1C2CCC2(C)C(O)CCC12 (centres undefined) | -0.3 | -0.8 | 103.7 | -0.2 | -3.0 | 3.6 | -6.8 | . | 0.6 | -12.6 | 12.6
Cc1nn(C2CCOC(C)(C)C2)c2c1C(c1ccc(OC(C)C)cc1)SCC(=O)N2 (centres undefined) | -9.8 | 2.6 | 94.8 | 0.2 | 3.6 | 33.9 | 7.0 | 18.1 | 2.4 | 14.2 | -14.2
O=C(NC(=O)c1c(F)cccc1F)Nc1cc(Cl)c(F)c(Cl)c1F | 2.6 | 1.5 | 119.0 | -2.5 | -8.0 | 28.0 | -5.3 | -3.8 | 1.0 | 10.2 | -10.2
COC(=O)C1=C(c2ccc(F)cc2OCc2ccccc2)C[C@@H]2CC[C@H]1N2C(=O)NCc1ccc2[nH]ccc2c1 | -9.0 | 10.4 | 100.8 | . | -0.3 | 12.8 | -8.0 | 2.4 | -0.6 | -8.4 | 8.4
Cc1ncc2n1-c1ccc(Cl)cc1C(c1ccccc1F)=NC2 | -9.6 | 1.1 | 102.4 | . | -0.7 | -3.2 | -7.1 | . | -0.2 | 0.4 | -0.4
NC(=O)CN1CC(c2ccccc2)CC1=O (centres undefined) | -1.7 | 1.1 | 105.1 | -0.4 | -5.0 | -3.8 | -8.3 | -3.4 | 1.5 | -19.7 | 19.7
Cc1cccc(CCNCc2cc3cccc(C)c3[nH]c2=O)c1 | -3.2 | -7.5 | 105.2 | 10.0 | 1.8 | -5.0 | . | 66.6 | 1.2 | 5.0 | -5.0
C[C@]12CC[C@H](O)C[C@H]1CC[C@@H]1[C@@H]2CC[C@]2(C)[C@@H](C3=CC(=O)OC3)CC[C@]12O | 2.4 | -6.1 | 95.7 | . | 1.9 | -0.5 | -71.4 | 36.9 | 1.0 | -19.5 | 19.5
C=CC[C@@H](C)CC(=O)C(CCCN=[N+]=[N-])SOOc1ccccc1 (some centres undefined) | 6.1 | -24.4 | 116.3 | . | -7.0 | 3.8 | 10.7 | 15.6 | 1.8 | 3.9 | -3.9
Nc1c(C(=O)OCC2CCCO2)c2nc3ccccc3nc2n1Cc1cccs1 (centres undefined) | -5.9 | -1.0 | 96.7 | -11.4 | -6.4 | 1.6 | -12.6 | -29.0 | 0.7 | 1.0 | -1.0
CCN1CCN(Cc2cc(Br)ccc2O)CC1 | 2.1 | 5.0 | . | -0.2 | -9.8 | -10.9 | . | 15.3 | 0.3 | 5.0 | -5.0
CC(=NCc1ccco1)c1c(O)n(-c2ccccc2)c(=O)[nH]c1=O | -3.1 | 8.3 | 102.7 | 0.5 | 5.8 | 2.7 | . | 299.9 | 2.3 | -25.7 | 25.7
Fc1ccccc1CCNCc1cccc2ccccc12 | -2.4 | 2.5 | 126.4 | -1.5 | -6.0 | -15.5 | 11.1 | -10.5 | 1.0 | -19.3 | 19.3
CC/C(=N\NC(N)=O)c1c(O)[nH]c(=O)[nH]c1=O | 5.2 | 2.9 | . | -1.0 | 0.9 | -8.8 | -1.5 | -9.5 | 0.9 | -12.7 | 12.7
N=C1c2ccccc2CN1NC(=O)c1ccc(Br)cc1 | 0.3 | -2.1 | 119.0 | -1.3 | 4.4 | 0.0 | -0.8 | 4.8 | -0.3 | -21.4 | 21.4
O=P1(c2ccccc2)Nc2ccccc2N1c1ccccc1 (centres undefined) | -5.0 | 1.3 | 115.4 | 15.9 | -13.4 | 3.7 | -4.2 | . | 0.5 | 8.4 | -8.4
COc1ccc(C(=O)CN2CCCCC2)cc1 | 1.6 | -1.1 | 96.3 | -5.3 | -10.1 | 12.7 | 10.6 | 33.5 | 1.7 | -12.6 | 12.6
CC(=O)C1C2c3ccccc3OC1(C)N=c1s/c(=C/c3cnn(C)c3)c(=O)n12 (centres undefined) | -2.6 | -4.4 | 105.2 | -0.5 | -8.1 | -6.0 | -3.2 | 1.8 | 1.0 | -16.4 | 16.4
NCCc1ccccc1 | -0.9 | -1.9 | 108.5 | . | -4.8 | 3.2 | 2.8 | 1.2 | -1.4 | -8.8 | 8.8
CCN(CC)CCNCc1nc2ccccc2c(=O)n1-c1ccc(F)cc1 | 2.9 | -4.0 | 115.3 | 12.7 | 0.6 | 16.4 | -5.5 | -6.0 | 0.2 | -34.3 | 34.3
C=CCn1c(O)c(C=Nc2ccc(F)cc2)c(=O)[nH]c1=O | -2.5 | -1.8 | 100.5 | -4.7 | 1.6 | 31.9 | 3.3 | 0.9 | 1.1 | -13.9 | 13.9
O=c1[nH]cc(COCC(F)(F)C(F)(F)C(F)(F)F)c(=O)[nH]1 | 2.7 | -11.2 | 95.6 | -1.9 | -7.7 | 7.7 | 3.3 | 19.3 | 0.2 | -3.5 | 3.5
COc1ccc(CNCCc2c(C)[nH]c3ccc(OC(F)(F)F)cc23)c(OC)c1 | -7.7 | 2.1 | 106.0 | 9.8 | 2.9 | -7.2 | -92.3 | 2.2 | 0.7 | -2.5 | 2.5
CCc1nc(N2CCNCC2)c(C#N)c2c1CSC(C)(C)C2 | -6.7 | -5.5 | 102.2 | 1.6 | -3.0 | 14.8 | . | -14.7 | 2.2 | 20.8 | -20.8
C1=C(CCNCc2ccccc2)CCCC1 | -6.0 | -2.9 | 100.1 | 8.0 | 0.6 | 6.5 | 16.2 | 33.6 | -0.4 | -14.8 | 14.8
CCN(CC)c1ccc(CNCCc2ccccc2F)cc1 | -8.2 | 4.3 | . | 22.4 | -0.3 | 40.2 | 2.7 | 351.9 | 1.0 | -13.1 | 13.1
O=C1NC(=O)N(Cc2ccc(F)cc2)C(=O)/C1=C\c1ccc(N2CCCC2)cc1 | -7.0 | -7.9 | 231.8 | 12.9 | -3.0 | 4.2 | 9.1 | -8.9 | 1.1 | -13.0 | 13.0
C[N+]1(C)[C@@H]2CC[C@H]1CC(OC(=O)[C@@H](CO)c1ccccc1)C2 (some centres undefined) | 0.0 | -13.6 | 89.2 | 2.4 | -7.5 | -1.1 | -7.7 | 5.4 | 1.3 | 2.3 | -2.3
O=[N+]([O-])c1cc2c(cc1CNCCc1ccc3c(c1)OCO3)OCO2 | 0.8 | 0.1 | 128.4 | 8.8 | 6.8 | 10.1 | -4.3 | 9.6 | 4.4 | -12.3 | 12.3
C=CCN1C(=O)/C(=C/c2cccs2)C(=O)NC1=S | 3.0 | -4.5 | 98.3 | 12.1 | 3.6 | 49.7 | -21.0 | 16.8 | 0.5 | -18.1 | 18.1
COC(=O)C1=C(c2cc3ccccc3o2)C[C@@H]2CC[C@H]1N2C(=O)NCCO | -2.3 | -4.7 | 100.1 | . | -7.8 | -3.5 | -0.7 | -1.9 | -0.2 | 0.2 | -0.2
CC(=O)NNC(=O)CN1C(=O)CN=C(c2ccccc2)c2cc(Br)ccc21 | 1.7 | -7.2 | 100.2 | -1.3 | -5.2 | 14.7 | 10.2 | 8.4 | -0.4 | -21.7 | 21.7
Cc1ccc(S(=O)(=O)Nc2cc(C(=O)N3CCC4(CC3)OCCO4)ccc2N2CCCCC2)cc1 | -1.7 | 8.3 | 101.2 | -0.8 | 9.0 | 1.4 | -4.4 | -0.2 | -0.9 | -5.7 | 5.7
Cc1ccc(C)c(OCC(=O)N2CCN(Cc3ccc4c(c3)OCO4)CC2)c1 | 0.9 | -6.7 | 108.9 | 8.5 | -6.3 | 14.1 | -7.8 | 30.4 | -9.7 | -3.8 | 3.8
CCc1cccc(C)c1NC(=S)N1CC2CC(C1)c1cccc(=O)n1C2 (centres undefined) | -2.8 | 0.7 | . | -3.1 | 0.6 | 5.2 | -1.3 | 3.0 | 2.9 | -13.7 | 13.7
COc1ccc(C[C@@H]2c3cc(O)c(OC)cc3CCN2C)cc1O | -2.0 | 1.7 | 96.8 | . | 3.8 | 31.9 | 22.2 | -5.5 | -1.2 | -3.7 | 3.7

Three of the compounds above, with tabs:
mol	dFosB activator	PKA-R1A act	Pemphigus Ab inh	NSD2 inh	PKA-R2B activ	Arr AP2 block	MITF TRPM1 HTS	Mot1-301 SUMO	CDK5 inh	SR-BI DiI inh	SR-BI DiI-HDL act
CC(=O)C1C2c3ccccc3OC1(C)N=c1s/c(=C/c3cnn(C)c3)c(=O)n12 (centres undefined)	-2.6	-4.4	105.2	-0.5	-8.1	-6.0	-3.2	1.8	1.0	-16.4	16.4
NC(=O)CN1CC(c2ccccc2)CC1=O (centres undefined)	-1.7	1.1	105.1	-0.4	-5.0	-3.8	-8.3	-3.4	1.5	-19.7	19.7
CCN(CC)CCNCc1nc2ccccc2c(=O)n1-c1ccc(F)cc1	2.9	-4.0	115.3	12.7	0.6	16.4	-5.5	-6.0	0.2	-34.3	34.3
